LYP inhibition: inhibitors of LYP phosphatase, biochemical, fluorescence intensity, uHTS (AID 1779); 290,000 compounds, 0.054% hits; Tyrosine-protein phosphatase non-receptor type 22 (Homo sapiens); inhibition, % at 11.5 µM, or IC50 in µM where a hit was titrated; recombinant LYP phosphatase, fluorescence intensity; higher % means a stronger effect; in the data active = inhibition above about 50%;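 also: plate controls were vehicle with enzyme for no effect and no enzyme for full effect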
Lipid droplet: inhibitors of hepatocyte lipid droplet formation, primary screen, imaging, high-throughput imaging, BODIPY stain. AID 1656, 2009. inhibition, % at 6.5 µM. 240,000 compounds, 0.4% hits. AML12 mouse hepatocytes, oleate lipid droplets;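 active = lipid droplet intensity inhibited by at least 50%, with more than 500 cells counted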
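System: AML12 hepatocytes (mouse). Probe or stimulus: oleic acid at 100 µM to induce lipid droplet formation. Times: overnight treatment with compound plus oleate. Detection: Image-based BODIPY and DAPI two-channel analysis. Evaluation: percent inhibition of filter-corrected integrated lipid droplet intensity per well.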
T cell modulator: modulators of CD8 T cell-vesicle binding, primary screen, mouse 2C CD8+ T cells, flow cytometry; 2C CD8+ T cell-vesicle binding; stronger effect = lower value; calls only at 7 µM; 330,000 compounds, 0.068% hits; AID 2052, 2009;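 active = response, share of CD8 T cells binding vesicles, and their 90th percentile fluorescence all below set limits, cut at about 80% in these data, passing the limit was not always enough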
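Assay system: 2C TCR transgenic mouse naive CD8+ T cells, MACS-purified | Read-out: CD8+ gate FL2 mean fluorescence as % of same-row positive control | Signal: High-throughput flow cytometry with anti-B7-1 and anti-CD8 staining | Timing: Binding step 1.5 h, 37 °C, antibody labelling 20 min, ice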
SV40 large T antigen: SV40 large T antigen inhibitors, biochemical (AID 1903); SV40 large T antigen ATPase/helicase inhibition assay; higher % means a stronger effect; inhibition, % at 20 µM, or IC50 in µM where a hit was titrated; 310,000 compounds, 0.39% hits; in the data active = a potency from the dose series; also: strong numbers were not always called active
GPR55 beta-arrestin: GPR55 agonists via beta-arrestin recruitment, primary screen, imaging, U2OS cells, beta-arrestin-GFP redistribution (AID 1961) | G-protein coupled receptor 55 (Homo sapiens) | U2OS GPR55 beta-arrestin-GFP redistribution imaging; higher % means a stronger effect | one-dose activation, % at 10 µM; EC50 in µM for titrated hits | 290,000 compounds, 0.048% hits;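 active = activation above 40% with more than 50 cells counted in the well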;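 also: U2OS osteosarcoma cells stably expressing GPR55 and beta-arrestin-GFP; plate controls were DMSO negative control for no effect and LPI positive control for full effect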
NTR1 ag: agonists of NTR1, primary screen, imaging, U2OS cells, beta-arrestin-GFP, high content (AID 493036); NTR1-U2OS beta-arrestin-GFP spot imaging, agonist mode; activation, % at 20 µM; 330,000 compounds, 0.17% hits;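 active = activation at or above 40% of the spot to cytoplasm intensity ratio, with at least 20 cells analyzed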;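 also: 0% = DMSO without peptide and 100% = 100 nM NTR1 peptide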
Target sequence (P30989 whole entry, looked up): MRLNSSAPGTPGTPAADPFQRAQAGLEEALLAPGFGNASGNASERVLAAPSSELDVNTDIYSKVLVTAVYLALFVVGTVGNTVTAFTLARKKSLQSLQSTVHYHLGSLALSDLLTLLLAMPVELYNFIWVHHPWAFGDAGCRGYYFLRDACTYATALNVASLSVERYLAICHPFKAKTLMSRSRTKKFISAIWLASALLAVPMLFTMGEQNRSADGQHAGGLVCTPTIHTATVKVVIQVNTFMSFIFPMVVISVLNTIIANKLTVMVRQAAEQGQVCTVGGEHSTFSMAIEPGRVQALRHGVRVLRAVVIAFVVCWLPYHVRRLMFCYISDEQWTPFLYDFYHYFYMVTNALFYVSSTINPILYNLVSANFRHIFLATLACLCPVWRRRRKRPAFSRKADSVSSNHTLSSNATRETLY
Rac1 GTP hydrolysis: MgcRacGAP GTPase-activating activity inhibitors, confirmation, biochemical, ADP Hunter fluorescence. inhibition, % at 30 µM, or IC50 in µM where a hit was titrated. Rac GTPase-activating protein 1 (Homo sapiens). AID 624330, 2012. MgcRacGAP-stimulated Rac1 GTP hydrolysis, ADP Hunter fluorescence; higher % means a stronger effect; GST-tagged Rac1 F28L mutant substrate. 340,000 compounds, 0.6% hits;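 active = first-screen hits whose inhibition reached a set limit at any dose in the follow-up dose series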;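 also: fluorescence reports GDP produced by GAP-driven GTP hydrolysis; strong numbers were not always called active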
GPR55 antagonists: GPR55 antagonists blocking LPI-driven arrestin recruitment, primary screen, imaging, U2OS, beta-arrestin-GFP, LPI agonist (AID 2013); G-protein coupled receptor 55 (Homo sapiens); U2OS GPR55 beta-arrestin-GFP translocation imaging, LPI antagonism; higher % means a stronger effect; inhibition, % at 10 µM, or IC50 in µM where a hit was titrated; 290,000 compounds, 0.13% hits;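 active = spots per cell inhibited over 60%, with over 100 cells counted and total cytoplasm intensity under 500,000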;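 also: U2OS cells stably carrying GPR55 and arrestin-GFP stimulated by 5 µM LPI near EC80; imaged beta-arrestin-GFP aggregate spots per cell after agonist stimulation; plate controls were LPI-stimulated DMSO wells for no effect and DMSO wells without LPI for full effect; some results filed as inactive read as strong as hits; confirmed hits need IC50 under 10 µM and bright autofluorescent wells are also inconclusive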
GPR35 antagonists: GPR35 antagonists blocking zaprinast-driven arrestin recruitment, primary screen, imaging, U2OS, beta-arrestin-GFP, zaprinast agonist (AID 2058); G-protein coupled receptor 35 (Homo sapiens); U2OS GPR35 beta-arrestin-GFP translocation imaging, zaprinast antagonism; higher % means a stronger effect; inhibition, % at 10 µM; hits with a dose series show IC50 in µM; 290,000 compounds, 0.052% hits;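 active = inhibition of at least 50% with at least 30 cells and total cytoplasm GFP at most 10,000,000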
Lipid droplet cells 6.5 µM: recorded beside Lipid droplet, whose call it bears; cell count; measured here: cell count, cytotoxicity flag;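 cells counted across two imaged fields per well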
T cell modulator vesicle-bound %: recorded beside T cell modulator, whose call it bears; double positive events, %; measured here: CD8+ vesicle-bound cell fraction;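 binding gate set so that unloaded-vesicle control wells show 10% double positive cells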
NTR1 ag cell count 20 µM: second read-out of NTR1 ag, no call of its own (marks repeat the call); cell count; measured here: cell count, cytotoxicity flag
* = called active by the depositor; i = inactive; nt = no result given; & = joins results of further samples.

SMILES | LYP inhibition | Lipid droplet | Lipid droplet cells 6.5 µM | T cell modulator | T cell modulator vesicle-bound % | SV40 large T antigen | GPR55 beta-arrestin | NTR1 ag | NTR1 ag cell count 20 µM | Rac1 GTP hydrolysis | GPR55 antagonists | GPR35 antagonists
CCOC(=O)C1=C(C)N(CCCC(=O)O)C(=O)NC1c1ccccc1OS(=O)(=O)c1ccc(C)cc1 (centres undefined) | 3% | -2 | 719 | i | 42 | 12% | 0.2% | 2.3 | 56 | 10% | -6% | -2%
COc1ccc(-n2c(=S)[nH]c3c(sc(=S)n3-c3ccccc3)c2=O)c(OC)c1 | -2% | 7 | 750 | i | 15 | 2% | -0.2% | 1.5 | 61 | 30% | 2% | -7%
O=C(CN1CCN(c2nc(-c3ccccc3)cs2)CC1)Nc1ccc2c(c1)OCO2 | 1% | -17 | 700 | i | 53 | 11% | -0.1% | 4.8 | 70 | 9% | 1% | 11%
Cn1c(=O)c(C(=O)NCc2ccccc2Cl)c(O)c2ccccc21 | -4% | -6 | 813 | i | 18 | 1% | -0.2% | 1.1 | 56 | 10% | -1% | -4%
CCOc1cc(S(=O)(=O)NCc2ccco2)c(OCC)cc1-n1cnnn1 | -6% | nt | nt | i | 22 | 17% | 0.4% | -0.7 | 48 | 1% | -4% | -8%
O=Cc1cccn1-c1cccnc1 | -8% | 10 | 687 | i | 62 | 4% | -0.3% | 1.7 | 64 | 11% | 13% | -2%
CC(C)(C)NC(=O)NC(=O)COC(=O)c1c(F)cccc1Cl | -2% | 10 | 657 | i | 25 | 7% | -0.3% | 1.1 | 77 | 0% | 15% | -2%
CS(=O)(=O)N(CC(=O)N1CCN(c2ccccc2F)CC1)c1cccc(C(F)(F)F)c1 | 0% | nt | nt | i | 61 | 1% | -0.1% | 3.2 | 40 | -1% | 6% | 6%
CCOC(=O)C1CCCN(Cc2cccc(Cl)c2)C1 (centres undefined) | -4% | 22 | 747 | i | 27 | 2% | -0.1% | -0.5 | 78 | 10% | 5% | -1%
CN1CCN(C(=O)c2cccc(S(=O)(=O)N3CCCCC3)c2)CC1 | -4% | nt | nt | i | 10 | 3% | -0.3% | 1.1 | 60 | -11% | 1% | 6%

Pulled one by one from the entries so far, three records:
SMILES | LYP inhibition | Lipid droplet | Lipid droplet cells 6.5 µM | T cell modulator | T cell modulator vesicle-bound % | SV40 large T antigen | GPR55 beta-arrestin | NTR1 ag | NTR1 ag cell count 20 µM | Rac1 GTP hydrolysis | GPR55 antagonists | GPR35 antagonists
Cn1c(=O)c(C(=O)NCc2ccccc2Cl)c(O)c2ccccc21 | -4% | -6 | 813 | i | 18 | 1% | -0.2% | 1.1 | 56 | 10% | -1% | -4%
CC(C)(C)NC(=O)NC(=O)COC(=O)c1c(F)cccc1Cl | -2% | 10 | 657 | i | 25 | 7% | -0.3% | 1.1 | 77 | 0% | 15% | -2%
CN1CCN(C(=O)c2cccc(S(=O)(=O)N3CCCCC3)c2)CC1 | -4% | nt | nt | i | 10 | 3% | -0.3% | 1.1 | 60 | -11% | 1% | 6%

(continued)
SMILES | LYP inhibition | Lipid droplet | Lipid droplet cells 6.5 µM | T cell modulator | T cell modulator vesicle-bound % | SV40 large T antigen | GPR55 beta-arrestin | NTR1 ag | NTR1 ag cell count 20 µM | Rac1 GTP hydrolysis | GPR55 antagonists | GPR35 antagonists
O=C(/C=C/c1cccc([N+](=O)[O-])c1)OCC1CCCO1 (centres undefined) | -5% | 24 | 833 | i | 54 | 10% | 0.2% | -1.1 | 68 | 8% | 3% | 8%
Cc1cccc(NC(=S)N=Nc2c(O)n(CN3CCOCC3)c3ccccc23)c1C | -4% | -2 | 719 | i | 61 | 15% | -0.2% | 3.6 | 89 | -16% | -1% | 3%
CC(C#N)(Cc1ccccc1)Nc1ccccc1 (centres undefined) | nt | nt | nt | i | 22 | 1% | nt | 0.4 | 51 | 2% | nt | nt
Cc1ccccc1CN1CCN(C2CCC2)CC1CCO (centres undefined) | -11% | -8 | 745 | i | 56 | 3% | 0.0% | 0.4 | 60 | 4% | 16% | -13%
Cc1ccc(NC(=O)CCN2CCCCC2)cc1 | -12% | nt | nt | i | 53 | 18% | -0.1% | -0.4 | 63 | 4% | 15% | -3%
CC(C)(C)C(=O)NC(=S)NNC(=O)c1ccc(Cl)cc1Cl | 2% | 3 | 678 | i | 57 | 14% | -0.3% | 18 | 56 | 4% | 4% | -1%
CCCCCCC(C)n1cc(C(C)=O)c(=O)n(C)c1=O (centres undefined) | -6% | -5 | 678 | i | 54 | 2% | 0.0% | -1.1 | 106 | 8% | 9% | 23%
CCOC(=O)C(=CNNc1ccsc1C(=O)OC)C(=O)OCC | -8% | 2 | 776 | i | 18 | 4% | -0.2% | -0.7 | 38 | 7% | 7% | -5%
NC(=O)C[C@@H]1NC(=O)[C@H](CCC(=O)O)NC(=O)c2cc([N+](=O)[O-])cc(I)c2OCC[C@@H](C(N)=O)NC1=O | -2% | 14 | 748 | nt | nt | 14% | 0.1% | -0.7 | 46 | 6% | -5% | -2%
CCCc1nc(SCC(=O)NCc2ccco2)c2c(=O)n(C)c(=O)n(C)c2n1 | 0% | -8 | 597 | i | 19 | -1% | -0.1% | 0.6 | 98 | 3% | 8% | -9%
O=[N+]([O-])c1ccc(N(CC(O)CN2CCCCC2)S(=O)(=O)c2ccccc2)cc1 (centres undefined) | -9% | -6 | 798 | i | 44 | -6% | -0.1% | 0.9 | 55 | 3% | -9% | -3%
COc1ccc(CCNc2c(N)n(Cc3ccccc3)c(=O)[nH]c2=O)cc1OC | 0% | 2 | 746 | i | 15 | 1% | 0.3% | 0.4 | 66 | 6% | 9% | -1%
CN(C)S(=O)(=O)N(CC(=O)N1CCN(c2ccccc2)CC1)c1ccccc1 | 4% | -28 | 706 | i | 58 | 13% | -0.3% | 0.5 | 86 | 4% | -4% | 6%
CCOc1ccc(NC(=O)c2cccc(OC(=S)N3CCC(C)CC3)c2)cc1 | -4% | nt | nt | i | 43 | 2% | 0.2% | 0.3 | 70 | 2% | 10% | 12%
O=C(NCc1cccnc1)c1cnc2n(c1=O)CCS2 | 0% | -2 | 715 | i | 32 | -9% | 0.6% | -0.2 | 77 | 5% | 2% | -2%
Cc1cc(=O)[nH]c(SCC(=O)C23CC4CC(CC(C4)C2)C3)c1C#N | 2% | 15 | 669 | i | 31 | 19% | -0.1% | 10 | 88 | 10% | 33% | 16%
COc1ccc(-c2cc(C(F)F)n3ncc(C(=O)N4CCCc5ccccc54)c3n2)cc1 | -7% | -22 | 617 | i | 50 | -2% | 0.2% | 2.8 | 62 | 12% | -9% | 5%
CCc1ccc(NS(=O)(=O)c2cccs2)cc1 | -3% | 3 | 689 | i | 6 | 18% | -0.1% | -0.5 | 46 | 1% | 3% | -3%
COc1ccccc1NC(=O)Cn1c(CCC(=O)O)ccc1-c1ccc(C)cc1 | 10% | 5 | 661 | i | 42 | 27% | -0.7% | 0.7 | 47 | 5% | 4% | -4%
Oc1ccc(-c2onc(C(F)(F)F)c2-c2cscn2)c(O)c1 | 4% | 2 | 635 | i | 37 | -2% | 0.1% | 2.7 | 46 | 12% | 12% | 13%
Cc1ccc(/C=C(\C#N)C(=O)NCc2ccco2)o1 | 0% | -5 | 691 | i | 58 | 6% | 0.0% | 0.6 | 31 | 3% | 5% | 6%
Cc1ccc(-n2c(=O)c(C#N)cc3c(=O)n4ccccc4nc32)cc1 | -55% | -14 | 594 | i | 39 | 6% | -0.1% | 0.2 | 55 | 3% | 16% | -6%
CC(C)CNC(=O)[C@H]1N2C(=O)c3ccccc3C2SC1(C)C (some centres undefined) | -4% | nt | nt | i | 40 | 10% | -0.1% | -1.3 | 82 | 1% | 5% | 6%
COc1cccc(CNc2nc3nc(C)c(Cl)c(C)n3n2)c1 | 5% | 37 | 695 | i | 7 | 2% | 0.2% | -0.1 | 68 | 15% | -4% | 2%
O=C(N/C(=C/c1cccc([N+](=O)[O-])c1)C(=O)N1CCOCC1)c1ccc(Br)cc1 | -3% | -1 | 819 | i | 16 | 5% | -0.2% | 0.8 | 47 | 4% | -1% | -3%
C=CCNC(=S)NNc1nc(Nc2ccccc2)nc(N2CCCCC2)n1 | -1% | 9 | 728 | i | 56 | nt | 0.3% | 2.0 | 43 | 9% | 8% | 12%
CC1CN(C(=O)CN2C(=O)c3ccccc3C2=O)CC(C)O1 (centres undefined) | -12% | 0 | 714 | i | 57 | 5% | -0.2% | 1.8 | 51 | 2% | 8% | 4%
CN(C)NC1=CC(=[N+]2CCCC2)CC(C)(C)C1 | -1% | -1 | 740 | i | 50 | 5% | 0.2% | 0.6 | 57 | 2% | -2% | 5%
COc1cc2c(cc1OC)/C(=C/C(=O)c1ccccc1)NCC2 | -11% | 8 | 743 | i | 19 | 0% | 0.6% | -1.0 | 47 | 1% | -14% | -7%
O=C(O)c1cccc(N2CCCC2=O)c1 | 0% | 1 | 712 | i | 50 | 4% | -0.3% | -1.9 | 56 | 5% | -5% | 21%
COc1cc(S(=O)(=O)NCc2ccncc2)c(OC)cc1C | -7% | 5 | 743 | i | 29 | 10% | -0.1% | 0.0 | 43 | 3% | 0% | 8%
C=CCn1c(SCC(=O)Nc2nnc(C)s2)nnc1C1CC1 | -11% | -7 | 676 | i | 46 | -1% | -0.1% | 0.5 | 72 | 6% | -13% | -4%
Cc1ccc(NC(=O)COC(=O)c2csc3c2CCC(C)C3)cc1S(=O)(=O)N1CCCCC1 (centres undefined) | 12% | 4 | 628 | i | 3 | 6% | 1.0% | -0.5 | 62 | -4% | -1% | 10%
CC(C)C(=O)N1CCN(CCN=CC2=C(O)CC(c3ccco3)CC2=O)CC1 (centres undefined) | -1% | nt | nt | i | 22 | 6% | -0.1% | 1.2 | 98 | -5%&-4% | 14% | 22%
CN(Cc1nc(-c2cnccn2)no1)Cc1cccc2ccccc12 | -4% | 21 | 587 | i | 27 | 23% | 0.3% | -0.4 | 65 | 11% | 0% | 6%

High-throughput results (PubChem BioAssay)
